Source: PubChem (The Scripps Research Institute Molecular Screening Center)
procasp7 counter = activates human procaspase-7, counter-screen for procaspase-3 activators; P55210; recombinant procaspase-7, Ac-DEVD-pNA absorbance 405 nm; D23A/D198A/D206A triple mutant, cannot self-cleave; scale: DMSO 0, 5 µM enzyme 100; activation, % at 8.5 µM; 0.093% of 330,000 active; AID 463210;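 active = percent activation above the screen-wide mean plus 3 SD, cut at about 25% in these data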
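Assay system: Uncleavable procaspase-7 mutant enzyme; Input: 2 µM procaspase-7 mutant as dispensed; Also added: DEVD-pNA substrate; Medium: Zinc-free HEPES pH 7.4 with 300 mM NaCl, 0.01% Triton X-100; Timing: 1 h compound preincubation, 2 h substrate cleavage, 25 °C; Measured by: Epi-absorbance of released pNA at 405 nm, two timepoints.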
proCasp3 act = procaspase-3 (human) activation. recombinant procaspase-3 D3A, Ac-DEVD-pNA absorbance 405 nm. activation, % at 8.5 µM. 0.11% of 330,000 active. AID 463141;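 active = activation above the mean of all tested compounds plus 3 SD, cut at about 21% in these data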;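 note: 0% = DMSO alone and 100% = DMSO wells spiked with extra 5 µM PC-3 D3A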
Target sequence (P42574 whole entry D9A/D28A/D175A): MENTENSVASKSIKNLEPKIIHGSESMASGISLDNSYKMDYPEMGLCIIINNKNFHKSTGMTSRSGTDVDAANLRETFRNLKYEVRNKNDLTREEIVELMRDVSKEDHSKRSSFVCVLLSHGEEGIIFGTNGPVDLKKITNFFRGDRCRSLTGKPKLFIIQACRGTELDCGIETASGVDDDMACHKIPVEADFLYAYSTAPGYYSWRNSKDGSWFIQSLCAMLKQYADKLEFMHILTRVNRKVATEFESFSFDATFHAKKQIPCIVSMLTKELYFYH
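Assay system – Procaspase-3 D3A mutant, all three cleavage aspartates alanine · Controls – DMSO-only low control, 5 µM PC-3 D3A high control · Schedule – 1 h compound preincubation, 2 h substrate hydrolysis at 25 °C · Signal – 405 nm absorbance of p-nitroaniline, reads at 0 and 120 min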
AHR activator = human AHR activation | P35869 | AHR-responsive luciferase reporter cells, luminescence | activation, % at 5 µM | 2.5% of 320,000 active | AID 2796; in the data active = activation above about 47%;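 note: 0% = vehicle wells and 100% = reference agonist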
TPT1 inhibitor = C. albicans TPT1 enzyme inhibition; 0.81% of 300,000 active; inhibition, % at 5 µM; recombinant caTPT1, FP RNA substrate dephosphorylation; AID 1962;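 active = inhibition above the mean of all tested compounds plus 3 SD, set per screening campaign, cut at about 24% in these data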;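 note: plate controls were DMSO alone for no effect and ferristatin control at 100 nM for full effect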
PP5 primary = PP5 (human) phosphatase inhibition | 0.18% of 320,000 active | inhibition, % at 6.7 µM | P53041 | purified PP5c, OMFP substrate fluorescence;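 active = inhibition above the campaign's mean inhibition across all tested compounds plus 3 SD, cut at about 9.5% in these data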;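 note: 0% = DMSO only and 100% = 100 µM cantharidin control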
Target sequence (P53041 whole entry, looked up): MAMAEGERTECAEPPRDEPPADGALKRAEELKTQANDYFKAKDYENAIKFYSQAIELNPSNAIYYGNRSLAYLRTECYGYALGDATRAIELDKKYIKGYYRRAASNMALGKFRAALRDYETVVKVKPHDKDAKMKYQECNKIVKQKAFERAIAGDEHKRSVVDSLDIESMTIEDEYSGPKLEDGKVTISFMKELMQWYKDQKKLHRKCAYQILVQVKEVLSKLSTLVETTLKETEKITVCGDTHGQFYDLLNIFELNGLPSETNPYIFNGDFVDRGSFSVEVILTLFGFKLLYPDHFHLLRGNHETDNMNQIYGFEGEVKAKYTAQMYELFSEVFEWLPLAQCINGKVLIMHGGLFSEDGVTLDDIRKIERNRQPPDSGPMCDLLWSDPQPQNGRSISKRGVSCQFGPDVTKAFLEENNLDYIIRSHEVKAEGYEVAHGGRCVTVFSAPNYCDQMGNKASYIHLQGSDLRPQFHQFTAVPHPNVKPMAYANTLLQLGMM
PP1 counter = counter-screen for PP5 inhibitors: inhibitors of human PP1-alpha | P62136 | purified PP1alpha, OMFP fluorescence | inhibition, % at 6.7 µM | 0.9% of 320,000 active | AID 2235;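 active = inhibition above the mean inhibition of all tested compounds plus 3 SD, computed separately for each screening campaign, cut at about 15% in these data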
CTSL1 counter = cathepsin L1 inhibition, PFM18AAP counter-screen; inhibition, % at 5.96 µM; 0.49% of 300,000 active; AID 1906; recombinant F. hepatica cathepsin L1, Z-Leu-Arg-MCA fluorescence;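 active = inhibition above the mean of all tested compounds plus 3 SD, set per screening campaign, cut at about 17% in these data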;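 note: 0% = plate median of test compound wells and 100% = 1 µM Z-Phe-Ala-diazomethylketone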
HCV core dimer = HCV core protein dimerization inhibition; TR-FRET GST/Flag-core106 dimerization, 1536-well; AID 1899; inhibition, % at 5 µM; 0.33% of 300,000 active;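 active = inhibition above the mean of all tested compounds plus 3 SD, set per screening campaign, cut at about 45% in these data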
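assay system = GST-tagged and Flag-tagged HCV core protein residues 1-106 | controls = unlabelled core106 and no-GST-core106 wells | incubation = compound-protein-antibody incubation 4 h at 22.5 °C | probe or stimulus = Eu donor and XL665 acceptor anti-tag antibodies | read-out = % inhibition based on acceptor/donor emission ratio | signal = TR-FRET 671 and 617 nm emission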
PAFAH2 FP inh = PAFAH2 (human) inhibition; Q99487; recombinant PAFAH2, FP-rhodamine activity probe, fluorescence polarization; inhibition, % at 3.39 µM; 0.99% of 340,000 active;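 active = inhibition above the mean over all tested compounds plus 3 SD, cut at about 30% in these data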;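 note: inhibitors block probe labeling of enzyme so polarization drops; 0% = enzyme with DMSO and 100% = wells lacking PAFAH2 protein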
The depositor's hits bear a star; . = not tested or not shown.

Molecule	procasp7 counter	proCasp3 act	AHR activator	TPT1 inhibitor	PP5 primary	PP1 counter	CTSL1 counter	HCV core dimer	PAFAH2 FP inh
CCOC(=O)N1CCN(C(=O)CN2C(=O)NC(c3ccccc3)(c3ccccc3)C2=O)CC1	-3	3	0	-1	-0.1	-1	-2	1	0
COc1ccc(-c2nn(-c3ccccc3)cc2/C=N/Nc2ccccn2)cc1	-5	0	11	4	1.4	2	4	6	.
O=[N+]([O-])c1ccccc1S(=O)(=O)Nc1ccc(S(=O)(=O)Nc2nccs2)cc1	1	1	-2	-1	-1.7	-5	-3	4	3
COc1ccc(C(=O)/C=C/c2cccs2)c(OC(=O)N2CCOCC2)c1	5	-1	6	-2	1.5	1	3	-2	3
O=C(COC(=O)C1COc2ccccc2O1)NC(=O)NC1CCCC1 (stereo not given)	-1	-2	0	2	1.8	0	-1	-4	4
CC1CCN(CC(=O)N2c3ccccc3CC2C)CC1 (stereo not given)	8	7	-2	3	-1.3	-1	6	-4	2
CCOC(=O)NC1=NCC(C)S1 (stereo not given)	-2	8	-2	4	-1.3	0	-2	-1	-8
CC1CC(=O)N(CC(=O)Nc2cccc(F)c2)c2ccccc2S1(=O)=O (stereo not given)	7	1	3	0	2.6	-2	1	1	-3
O=c1c2ccccc2nc2n1C(CSc1ccc(Br)cc1)CN2 (stereo not given)	7	-1	4	-3	0.2	0	-4	-3	-7
CS(=O)(=O)C1=NSC2=NC(=O)/C(=C\c3ccc(OC(=O)c4ccco4)cc3)C(=N)N21	1	10	-2	4	1.4	-2	-4	13	.
CCOC(=O)c1cc(-c2ccc(OC)cc2)n(CCC(=O)NC2CCN(Cc3ccccc3)CC2)c1C	4	10	1	0	-2.1	0	2	2	-7
Cc1nonc1NC(=O)c1ccccc1Br	-1	4	1	3	1.2	-2	-2	2	-5
CC1(C)Cc2c(c(-c3ccccc3)nc(N3CCOCC3)c2C(N)=O)CO1	-4	-2	0	-2	2.3	-4	-1	8	0
COc1ccc(/C=C/C(=O)NC(=S)N2CCCCC2)cc1OC	3	-3	1	0	1.0	-1	2	4	-1
CCOC(=O)N1CCN(C(=O)Cn2ncc3ccccc32)CC1	10	6	0	-2	1.9	-2	5	3	5
N=c1c2c(-c3ccccc3)c(-c3ccccc3)oc2ncn1CCCN1CCOCC1	7	4	2	4	0.5	-1	0	-7	4
Cc1ccc(/C=N/n2c(C)nnc2C)cc1	6	4	4	0	1.0	-2	-2	-4	-3
COc1ccc(OCC(=O)Nc2c3c(nn2-c2ccc(OC)cc2)CS(=O)(=O)C3)cc1	5	-8	0	-2	-2.1	-1	1	-6	-6
C=CCOc1cccc(C2/C(=C(/O)c3ccc4c(c3)CC(C)O4)C(=O)C(=O)N2CCN2CCOCC2)c1 (stereo not given)	-17	0	3	-1	3.5	7	8	-7	2
CC(=O)C(Sc1ncnc2c1nnn2-c1ccc(F)cc1)C(=O)N(C)C (stereo not given)	-17	-20	19	-1	1.5	-2	16	-4	.
Cc1cccc(-n2ncc3c2CCCC3NC(=O)CCN2Cc3ccccc3C2=O)c1C (stereo not given)	4	1	-1	0	1.9	-5	-1	16	-4
Cc1cc(C)n(-c2ccc(C(=O)Nc3ccccn3)cc2)n1	-7	1	4	-2	-1.6	-4	3	4	3
CC(C)CCC(CCNCc1ccccn1)c1ccc2c(c1)OCO2 (stereo not given)	13	2	-2	-2	-0.8	2	0	4	-8
Cc1cc(C)c(NC(=O)c2c[nH]c(=S)n2-c2ccc(F)cc2)c(C)c1	-22	-2	5	2	-0.5	3	-3	2	8

The last 3 records of the section before lead into the next.
Molecule	procasp7 counter	proCasp3 act	AHR activator	TPT1 inhibitor	PP5 primary	PP1 counter	CTSL1 counter	HCV core dimer	PAFAH2 FP inh
Cc1cc(C)n(-c2ccc(C(=O)Nc3ccccn3)cc2)n1	-7	1	4	-2	-1.6	-4	3	4	3
CC(C)CCC(CCNCc1ccccn1)c1ccc2c(c1)OCO2 (stereo not given)	13	2	-2	-2	-0.8	2	0	4	-8
Cc1cc(C)c(NC(=O)c2c[nH]c(=S)n2-c2ccc(F)cc2)c(C)c1	-22	-2	5	2	-0.5	3	-3	2	8
CC1CCCCC12NC(=O)N(CC(=O)NCc1ccco1)C2=O (stereo not given)	-9	0	0	.	1.2	-2	.	.	0
O=C(CNC(=O)c1ccc(Br)o1)NC1CCCCC1	1	5	5	0	-0.8	1	-1	2	-3
C[C@@H]1CN([C@H](C)CO)C(=O)c2cc(NC(=O)c3ccncc3)ccc2O[C@@H]1CN(C)C(=O)Nc1ccccc1	-7	9	1	.	.	.	.	.	12
NC(=S)Nc1ncc(CCN2CCOCC2)c(-c2ccc(F)cc2)n1	-3	-1	0	-3	-1.3	5	0	-4	-4
Cc1cc2oc(=O)cc(C)c2cc1NC(=O)CCC(=O)O	-2	9	4	1	-1.5	-4	1	0	0
Cc1ccc2c(CC(=O)Nc3cccc(S(=O)(=O)N4CCOCC4)c3)coc2c1	-14	1	4	0	1.1	-3	-1	-2	1
Cc1c(Cl)cccc1NC(=S)NCC(c1cccnc1)N(C)C (stereo not given)	5	1	1	1	2.2	-3	0	1	-7
N/C(Cc1ccc([N+](=O)[O-])cc1)=N\OC(=O)c1ccccc1Br	6	-6	-1	-4	1.6	3	-8	-4	-1
CCOC(=O)c1cnn(CCOC(=O)c2cccc(F)c2)c1NC(=O)c1cccc(F)c1	9	-2	1	2	3.0	1	7	4	-4
CCOc1ccccc1Nc1nc2ccccc2[nH]1	2	-2	50*	1	-0.5	-1	-3	-12	5
O=S(=O)(NCc1cccs1)c1ccccc1Cl	7	-5	1	-1	-0.4	-4	2	0	3
COc1ccc(-n2c(=O)c3ccccc3n(Cc3cccc(C)c3)c2=O)cc1OC	-1	-2	0	0	1.2	-3	5	4	-5
Cc1cc(OCCCC(=O)NNC(=O)c2ccncc2)ccc1Cl	3	0	6	-2	1.4	-5	-1	-4	3
Cc1cccc(N2C(=O)/C(=C\c3ccc(OC(F)F)cc3)c3ccccc3C2=O)c1	4	-10	-1	-1	2.6	1	-4	-1	2
COC(=O)C1OC(OC2CC[C@]3(C)C(CC[C@@]4(C)[C@@H]3CC=C3[C@@H]5CC(C)(C)CC[C@]5(C(=O)OC5OC(CO)C(O)C(O)C5O)CC[C@]34C)C2(C)C)C(O)C(O)C1O[C@H]1OCC(O)C(O)C1O (stereo not given in full)	3	2	-2	.	.	.	.	.	-6
CCSCC1COC(c2cccn2Cc2ccc(C)cc2)=N1 (stereo not given)	7	-9	1	-2	0.3	3	1	-3	0
Cc1cc(Cl)ccc1OCc1n[nH]c(=S)n1C1CCCCC1	-23	-11	3	-2	3.6	8	2	13	9
Cc1ccccc1C(=O)c1ccc2c(c1)n(C)c(=O)n2C	9	-4	-1	-6	3.5	0	-1	-1	-15
CN(C)CCCNC(=O)c1ccc2[nH]c3ccccc3c2c1	4	6	2	1	-0.1	-3	0	-20	5
O=C(CCC(=O)N/N=C/c1cc(Cl)cc(Cl)c1O)NCc1ccccc1	18	15	0	-8	1.8	-1	6	-1	10
CCOc1ncccc1C(=O)N=c1sccn1C	-5	3	60*	4	3.2	-7	3	-4	4
CCOC(=O)C(C(=O)OCC)C(C)C#CCN1CCCCC1 (stereo not given)	10	2	-1	-1	-2.2	-1	0	-4	3
CCOc1ccc(/C=N/NC(=S)NC2CC3CC2C2C=CCC32)cc1 (stereo not given)	8	4	0	-1	3.3	-2	2	6	.
Clc1ccc(C2=Nn3c(nnc3-c3n[nH]c4c3CCC4)SC2)cc1Cl	0	-4	34	-2	2.1	23*	5	17	4
CCC(C)NC(=O)CSc1nc2ccc(N3CCOCC3)cc2c(=O)n1CCc1ccccc1 (stereo not given)	1	1	43	0	0.2	0	-2	1	.
Cc1cc(/C=C(\C#N)C(=O)OCC(=O)NC(=O)NC(C)(C)C)c(C)n1CCC(C)C	10	15	3	4	6.7	4	3	31	0
COC(=O)c1ccccc1Sc1c(/C=N/OCc2ccc(Cl)cc2)c(C(F)(F)F)nn1C	7	1	2	-2	0.1	0	2	-2	5
Cc1ccc(-c2cc(-c3ccccc3Cl)c(C#N)c(N)n2)o1	-23	-14	3	12	0.7	8	9	18	12
COc1ccc(C(=O)ON=C2c3ccccc3-c3ccccc32)cc1OC	13	2	3	2	-0.1	-2	12	0	73*
Cn1c(=O)c2c(ncn2CC(=O)N2CCc3ccccc3C2)n(C)c1=O	5	11	-1	-3	1.1	-1	-4	2	-8
Cc1ccc(NC(=O)COC(=O)/C=C/c2c(C)nn(-c3ccc(F)cc3)c2Cl)cc1F	5	4	2	-3	1.3	2	-1	-3	72*
Cc1c(C)c2ccc(OCC(=O)N3CC[C@@]4(O)CCCC[C@H]4C3)c(C)c2oc1=O	1	-6	0	-3	3.4	-3	3	5	9
O=C(CSc1ccc(Cl)cc1)NCc1ccncc1	7	0	0	-2	0.4	-3	2	-2	-6
COC(=O)c1[nH]c2ccccc2c1NC(=O)CCN1CCSCC1	-1	6	4	0	1.0	2	1	-7	-4
CC(=N/O)/C(C)=N\NC(=O)c1ccccn1	-4	-1	5	1	3.6	2	5	-1	3
O=C(c1ccc(Cl)nc1)c1cccs1	3	-2	54*	3	-3.5	-5	-1	-1	.
O=C(NN=C1C2CC3CC(C2)CC1C3)c1cccc(S(=O)(=O)N2CCOCC2)c1	7	-1	7	0	0.5	-1	5	-5	-3
COc1ccc2nc(C(C)O)[nH]c2c1 (stereo not given)	-13	0	2	0	1.4	-3	6	1	-3
CCc1[nH]nc(C(=O)NC2CCCc3c2cnn3-c2cc(C)cc(C)c2)c1C (stereo not given)	-1	2	-2	-1	1.0	-6	-2	-3	-1
COC(=O)[C@H](CCSC)NC(=O)NCCc1ccccc1F	-3	0	2	3	0.3	0	4	0	5
Nc1nnnn1CC(=O)N/N=C/C=C/c1ccccc1	11	-4	-1	-3	-0.5	-4	0	2	.
c1ccc(N2CCOCCOCCOCCOCC2)cc1	6	-4	-1	-6	2.3	-2	-1	-4	-4
CC(=O)c1ccccc1Oc1ncnc(N)c1[N+](=O)[O-]	4	-10	5	-3	-0.4	0	1	1	-1
CC(SCC(=O)NC12CC3CC(CC(C3)C1)C2)C(=O)O (stereo not given)	7	7	3	-2	-0.5	-4	-2	-2	0
CN(C)S(=O)(=O)N1CCN(c2ccnc3cc(Cl)ccc23)CC1	0	-1	0	-1	-2.0	2	1	-1	-3
